Xi reactivation: activators of inactive X chromosome reactivation, primary screen, imaging, XiGFP fibroblasts, GFP high-content imaging, set 2. XiGFP mouse fibroblasts, % GFP-positive cells imaging, 3 d; cells co-treated with 5-aza-dC sensitizer; scaled so ellipticine positive control = 100%. activation, % at 7.58 µM. 0.055% of 360,000 active;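 active = mean normalized replicate activation at least 10% and every replicate at or above 10%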;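 note: 0% = median of on-plate neutral control wells and 100% = ellipticine 6 µM median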
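System: SV40-immortalized XiGFP fibroblast cells, line 68-5-11 / Incubation: 3-day compound exposure, then 15 min fixation at room temperature / Compound: single concentration per compound, delivered by pin transfer / Buffer or medium: DMEM plus 5-aza-dC sensitizer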
RAD54 inh: inhibitors of human RAD54 branch migration, primary screen, biochemical, fluorescence, single point. RAD54 Holliday junction branch migration, FAM/BHQ fluorescence. 0.14% of 360,000 active. AID 602329, 2012. inhibition, % at 10.4 µM;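 active = mean normalized replicate activity at least 40 and at least half of replicates scoring 40 or more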;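 note: 0% = median of neutral control wells and 100% = median of positive control wells; inhibitors cause a drop in the FAM fluorescence signal; in these data hits start at about 50%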
RAD52 anneal inh: RAD52 DNA annealing inhibitors, primary screen, biochemical, FRET, single point, set 2 | DNA repair protein RAD52 homolog (Homo sapiens), P43351 | recombinant RAD52 DNA annealing, FRET fluorescence | inhibition, % at 18.7 µM | 0.46% of 360,000 active;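 active = every replicate showing at least 50% inhibition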
Target sequence (P43351 whole entry, looked up): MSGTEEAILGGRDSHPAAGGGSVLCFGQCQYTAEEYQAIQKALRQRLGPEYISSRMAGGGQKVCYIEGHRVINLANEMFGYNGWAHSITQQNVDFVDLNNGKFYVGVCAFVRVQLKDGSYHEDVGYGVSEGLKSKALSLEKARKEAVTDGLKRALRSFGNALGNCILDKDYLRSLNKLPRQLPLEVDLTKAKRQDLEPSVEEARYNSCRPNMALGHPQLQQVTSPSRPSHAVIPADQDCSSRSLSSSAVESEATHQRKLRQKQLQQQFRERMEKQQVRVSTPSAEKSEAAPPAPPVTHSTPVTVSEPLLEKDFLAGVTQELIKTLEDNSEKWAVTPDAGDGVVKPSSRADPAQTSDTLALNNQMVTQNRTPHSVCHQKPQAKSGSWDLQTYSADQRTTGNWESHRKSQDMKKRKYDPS
esBAF inh: Bmi1 luciferase reporter increase in mESCs, primary screen, esBAF inhibitor project, mouse ES cells, Bmi1 luciferase knock-in, single point; 24 h; 100% = twice the neutral-well signal; reporter increase, % at 12.5 µM; 2% of 350,000 active; in the data active = activation above about 40%;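 note: 0% = median of the plate's neutral control wells and 100% = double that signal; a rise in the Bmi1 reporter signal indicates esBAF inhibition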
E-selectin induc: E-selectin induction in HUVECs, primary screen, imaging, HUVEC, immunofluorescence imaging, single point | activation, % at 7.58 µM | 0.37% of 260,000 active | P16581 | AID 686992, 2013 | normalized: neutral wells 0, TNF-alpha wells 100;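 active = mean E-selectin-positive cell signal at least 10% of the positive control, reached in at least 60% of replicates, without over 20% cell loss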;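 note: in these data hits start at about 27%; measured in HUVEC primary endothelial cells; signal is the percent of cells scored E-selectin positive by PE staining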
Target sequence (P16581 whole entry, looked up): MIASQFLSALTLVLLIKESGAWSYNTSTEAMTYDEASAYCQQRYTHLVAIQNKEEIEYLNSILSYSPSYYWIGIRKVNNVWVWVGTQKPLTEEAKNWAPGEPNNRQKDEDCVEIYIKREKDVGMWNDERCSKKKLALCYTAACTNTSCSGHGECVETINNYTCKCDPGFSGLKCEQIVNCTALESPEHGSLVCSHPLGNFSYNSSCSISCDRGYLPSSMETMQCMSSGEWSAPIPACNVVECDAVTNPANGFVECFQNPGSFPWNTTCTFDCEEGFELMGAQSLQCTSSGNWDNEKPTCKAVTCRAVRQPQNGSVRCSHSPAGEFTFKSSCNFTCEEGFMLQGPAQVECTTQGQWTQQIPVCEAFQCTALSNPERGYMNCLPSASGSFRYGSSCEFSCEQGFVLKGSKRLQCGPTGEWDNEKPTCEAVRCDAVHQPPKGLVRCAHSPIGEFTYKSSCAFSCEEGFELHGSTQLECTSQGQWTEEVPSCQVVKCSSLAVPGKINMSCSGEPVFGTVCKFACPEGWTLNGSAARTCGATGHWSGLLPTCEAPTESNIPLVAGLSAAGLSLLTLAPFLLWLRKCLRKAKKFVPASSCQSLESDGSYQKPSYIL
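Test system – human umbilical vein endothelial cells (HUVEC), E-selectin induction · Input – 3,000 HUVEC seeded per well · Buffer or medium – EGM-2, gelatin · Compound dosing – single-point compound dose · Detection – immunofluorescence imaging · Measure – percent E-selectin-positive cells · Controls – TNF-alpha high, DMSO low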
S100A4 MyoIIA: inhibitors of S100A4-myosin IIA peptide binding, primary screen, biochemical, fluorescence polarization, TAMRA-MyoIIA peptide; inhibition, % at 10.7 µM; 0.14% of 360,000 active;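 active = mean inhibition of at least 70% across replicates, with every replicate also reaching that level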
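Material: human S100A4 monomer with TAMRA-labelled myosin IIA peptide; buffer or medium: HEPES pH 7.2 with CaCl2, KCl, NaCl, DTT, Triton; compound dosing: one concentration per compound; schedule: 5 min incubation before reading; benchmarks: neutral control DMSO, positive control TFP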
FN deposition inh: inhibitors of fibronectin matrix deposition, primary screen, AH1F cells, Alexa488-fibronectin fluorescence, plate reader | AH1F fibroblasts, overnight | inhibition, % at 12.6 µM | 0.086% of 350,000 active | AID 743247, 2014;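 active = mean inhibition across replicates of 30% or more, regardless of how many single replicates reach that level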;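 note: positive control wells lacked labelled fibronectin entirely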
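test system = AH1F fibroblasts assembling fluorescent fibronectin matrix | quantity = 10000 AH1F cells per well | buffer or medium = DMEM plus 2% serum, read in PBS | doses = single dose, pinned | incubation = 1 h cell attachment, overnight exposure to compound and label | detection = fluorescence at 485 nm excitation, 525 nm emission | read-out basis = inhibition from reduced deposited-fibronectin fluorescence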
EWS-Fli inh: EWS/Fli-driven NR0B1 reporter inhibitors, primary screen, A673 cells, NR0B1 luciferase, luminescence, MLPCN library | AID 651661, 2012 | inhibition, % at 12.6 µM | 0.67% of 350,000 active | viability-normalised;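 active = mean inhibition of at least 50% after viability correction, with every replicate also passing that limit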;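 note: firefly luciferase signal divided by Alamar Blue viability fluorescence both relative to DMSO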
The depositor's hits bear a star; x = not tested or not shown.

SMILES	Xi reactivation	RAD54 inh	RAD52 anneal inh	esBAF inh	E-selectin induc	S100A4 MyoIIA	FN deposition inh	EWS-Fli inh
C=C(NC(=O)C(=C)NC(=O)c1csc(C2=NC3c4csc(n4)C4NC(=O)c5csc(n5)C(C(C)(O)C(C)O)NC(=O)C5CSC(=N5)/C(=C/C)NC(=O)C(C(C)O)NC(=O)c5csc(n5)C3(CC2)NC(=O)C(C)NC(=O)C(=C)NC(=O)C(=C)NC(=O)C(C(C)C)NC2C=Cc3c(C(C)O)cc(nc3C2O)C(=O)OC4C)n1)C(N)=O (configuration not stated)	0.7	x	-6	x	x	-8	-4	74*
N#Cc1ccc(C(=O)NC(=S)N2CCOCC2)cc1	-0.1	-8	-2	3	x	-4	0	6
O=C(OCc1ccccc1)/C(=C/c1cccc(Br)c1)NC(=O)c1ccco1	0.4	5	-24	-7	-0.2	-14	x	x
COc1ccc(CCNC(=O)Nc2cccc([N+](=O)[O-])c2)cc1OC	0.0	x	6	x	7.7	-10	-9	3
FC(F)(F)c1nnc(-c2ccccc2)nc1N1CCCC1	0.2	-8	-2	7	4.5	-2	-5	2
CCOC1=C2CN(S(=O)(=O)c3ccc(C)cc3)[C@@H](c3cccc4ccccc34)C[C@H]2[C@H]2C(=O)N(c3ccccc3)C(=O)[C@H]2C1	0.0	19	-28	2	x	2	x	-9
O=c1[nH]c(=S)[nH]c2c1[C@H](C1CC1)O[C@H](CCc1ccccc1)C2	-0.2	x	-59	x	0.0	2	-2	2
O=C(Cn1cnc2scc(-c3ccc(Cl)cc3)c2c1=O)N1CCOCC1	0.0	-1	10	-2	0.0	2	0	7
CC(C)C(NC(=O)c1ccc(C(C)(C)C)cc1)C(=O)Nc1cccc(S(N)(=O)=O)c1 (configuration not stated)	0.0	-5	1	14	0.8	-4	-2	6
CCC(=O)N(C)C[C@H]1[C@@H](c2ccc(C3=CCCC3)cc2)[C@@H](CO)N1C(=O)CC	-0.1	1	0	4	0.0	1	-1	-2
COc1ccccc1-c1ccc2c(c1)O[C@@H](CN(C)C(=O)c1cccnc1)[C@@H](C)CN([C@H](C)CO)S2(=O)=O	-1.9	0	-7	-4	0.1	-31	x	-2
CN(C)CCN(Cc1cc2cc3c(cc2[nH]c1=O)OCO3)C(=S)NCc1ccco1	0.0	x	1	1	-0.2	0	-2	0
CC(O)/C=C/C1OC(=O)CC1Nc1ccc(C=O)cc1 (configuration not stated)	x	-7	-14	-6	x	2	x	3
O=C(N/N=C/C(Cl)=C/c1ccc([N+](=O)[O-])cc1)C(=O)Nc1ccc(C(=O)O)cc1	-0.1	x	-7	x	5.3	0	0	10
O=C(Nc1ccc(N2CCOCC2)cc1)c1cc2c(s1)CCCCC2	0.5	x	-23	x	4.0	-27	-8	-4
COc1cc(C(=O)OCCCc2cc3ccccc3c(=O)o2)cc(OC)c1OC	-0.1	8	-2	-11	0.6	0	-8	-1
CC(NC(=O)/C(C#N)=C/c1cccs1)c1ccccc1 (configuration not stated)	0.1	x	-9	x	2.3	6	-7	-7
C/C(=N\NC(=O)c1nnn(-c2nonc2N)c1-c1cccs1)c1cccc(O)c1	0.1	-7	0	3	x	-1	7	-4
O=C(COC(=O)c1cc(S(=O)(=O)N2CCOCC2)c(Cl)cc1Cl)NC1CC1	0.4	-4	-16	-4	-0.1	2	1	8
O=[N+]([O-])/C(C(=C(Cl)Cl)N1CCN(Cc2ccccc2)CC1)=C1\NCCN1Cc1ccc(Cl)nc1	0.1	x	-7	-3	x	-8	x	7

Single records, from the list above. Values in the order: Xi reactivation | RAD54 inh | RAD52 anneal inh | esBAF inh | E-selectin induc | S100A4 MyoIIA | FN deposition inh | EWS-Fli inh
`COc1ccccc1-c1ccc2c(c1)O[C@@H](CN(C)C(=O)c1cccnc1)[C@@H](C)CN([C@H](C)CO)S2(=O)=O` across the screens: -1.9 | 0 | -7 | -4 | 0.1 | -31 | x | -2
`CC(O)/C=C/C1OC(=O)CC1Nc1ccc(C=O)cc1` (configuration not stated) across the screens: x | -7 | -14 | -6 | x | 2 | x | 3

Next section.
SMILES	Xi reactivation	RAD54 inh	RAD52 anneal inh	esBAF inh	E-selectin induc	S100A4 MyoIIA	FN deposition inh	EWS-Fli inh
COC(=O)C(CC#Cc1ccc2c(c1)[C@]1(C(=O)N2)[C@H](c2ccccc2OCCO)N2[C@H](c3ccccc3)[C@H](c3ccccc3)OC(=O)[C@H]2[C@@H]1C(=O)N1CCCCCCC1)C(=O)OC	x	-5	47	x	x	-4	x	22
CCCNC(=O)C[C@@H]1CC[C@@H]2[C@@H](COc3ccc(NC(=O)CC)cc3C(=O)N2C)O1	0.1	6	0	-4	-0.1	2	-3	-2
CC(C)CN(C(=O)C1CSC2(C)CCC(=O)N12)c1c(N)n(Cc2ccccc2)c(=O)[nH]c1=O (configuration not stated)	0.3	-10	-8	-5	x	-2	10	1
COc1ccc(CN(C)C(=S)Nc2ccc(OC(F)F)cc2)cc1	2.0	7	-7	-6	-3.5	5	4	-5
CC1(C)CC(NC(=O)COc2ccc(Cl)cc2Cl)CC(C)(C)N1	0.1	-9	-20	-4	x	-2	4	5
Cc1nnc(SCC(=O)Nc2sc3c(c2C(N)=O)CCC(C)C3)[nH]c1=O (configuration not stated)	0.5	1	-22	-4	-2.8	-8	4	0
Cc1noc(C)c1NC(=O)N[C@H]1CC[C@H](CCNC(=O)C2CCCC2)O[C@H]1CO	0.0	-8	4	-1	-0.4	-10	3	1
CN(C(=O)c1cc(-c2ccc3c(c2)OCO3)on1)c1ccccc1	0.0	-4	-1	68*	x	10	-1	-51
Cc1ccc(CN2C(=O)c3ccccc3C2c2nnnn2C(C)C)cc1 (configuration not stated)	0.0	x	-21	x	3.2	0	2	0
CCS(=O)(=O)N1CC2(CN(C(=O)Cc3ccccn3)[C@H](CO)c3[nH]c4cc(OC)ccc4c32)C1	0.0	x	5	x	0.4	2	-4	-7
Cc1cccc(OCCNC(=O)c2cncc(Br)c2)c1	0.2	x	-8	x	x	-2	-6	4
Cc1csc2ncc(C(=O)NCCC(c3ccccc3)c3ccccc3)c(=O)n12	-0.1	9	-74	-5	3.8	-2	-10	-3
Cc1ccc(C(=O)NCc2ccccn2)cc1S(=O)(=O)N1CCCCC1	0.2	3	3	3	-0.3	-4	x	-3
COc1ccc(C(=O)NC2CC(C)(C)Cc3c2cnn3-c2ccccc2)c(OC)c1 (configuration not stated)	-0.1	-5	-7	x	1.3	0	-11	x
COc1ccc(-c2cccc([C@H]3[C@@H]4C=CCC[C@@]4(C)C(=O)N3Cc3ccccc3)c2)cc1	0.0	7	-14	-5	0.1	2	-3	8
COc1ccc(S(=O)(=O)N(C)C[C@@H]2OCCCC[C@H](C)Oc3ccc(NC(=O)c4ccccc4)cc3C(=O)N([C@H](C)CO)C[C@@H]2C)cc1	-0.2	4	-38	0	-0.1	-2	x	13
O=C1CC(c2ccccc2)CC(O)=C1C=NC1CCCC1 (configuration not stated)	x	3	-55	18	x	0	x	-10
COc1ccc(NC(=O)N2CC[C@@H]3[C@H]2c2cc(-c4ccc(F)cc4)ccc2N(C)[C@H]3CO)cc1	0.0	12	32	0	-0.6	2	2	-6
CCCn1c(N)c(C(=O)CN(C)CC(=O)Nc2cccc(F)c2)c(=O)[nH]c1=O	-0.1	2	-8	5	x	-4	9	2
O=C(O)c1cccc2c1Cc1cc(Cl)ccc1-2	0.4	-13	-4	21	2.4	-1	7	-7
Cc1nc(C)c(N)c(=O)[nH]1	0.0	-4	-9	-4	x	2	-4	2
CCOc1ccc(S(=O)(=O)N2CCN(C(=S)NC3CC3)CC2)cc1	0.2	-4	-12	0	0.0	1	0	7
Cc1c(-c2ccccc2)nc(N)c(C#N)c1-c1cccnc1	0.0	x	-1	x	-1.1	-4	-1	13
Cc1noc(C)c1S(=O)(=O)Nc1ccc2c(c1)C(=O)N([C@H](C)CO)C[C@@H](C)[C@H](CN(C)C(=O)NC1CCCCC1)OCCCC[C@@H](C)O2	-1.1	2	-47	16	0.2	-12	x	5
CC(C)NC(=O)c1onc(CSc2ccccn2)c1C(=O)NC(C)C	0.0	7	-1	16	0.5	34	-12	-9
CC(C)NC(=O)N(C)C[C@@H]1Oc2ccc(NS(=O)(=O)c3ccccc3)cc2CC(=O)N([C@H](C)CO)C[C@@H]1C	0.2	2	-7	-1	1.1	0	x	-3
COc1ccc(NC(=O)CC2C(=O)NCCN2C(=O)c2ccc(N(C)C)cc2)cc1 (configuration not stated)	0.0	3	-2	x	1.1	0	10	6
CC(=O)N1CC(=O)N2[C@@H](CO)[C@H](c3ccc(-c4cccc(C(=O)N(C)C)c4)cc3)[C@@H]2C1	0.0	x	7	x	-0.3	-5	x	0
O=S1(=O)C[C@@H](N2CCN(CC3CC3)CC2)[C@H](COCc2ccccc2)N1	0.6	2	-3	1	x	-6	x	-12
O=C(c1cc(S(=O)(=O)N2CCOCC2)ccc1Cl)N1CCCCC1CO (configuration not stated)	0.0	x	-6	x	-0.1	10	2	-1
C[C@H](CO)N1C[C@H](C)[C@H](CN(C)Cc2ccc(C(=O)O)cc2)OCCCC[C@H](C)Oc2ccc(NS(C)(=O)=O)cc2C1=O	0.2	1	-13	1	-0.2	6	x	2
COCCCN1CC(=O)N2C(c3cccc(C)c3)c3[nH]c4ccccc4c3C[C@H]2C1=O (some centres not stated)	0.1	-16	-23	5	0.1	-4	-3	15
O=C(CSc1nnc(COc2ccccc2F)n1-c1ccccc1)NC1CCS(=O)(=O)C1 (configuration not stated)	0.0	x	-7	x	1.9	2	0	3
Cc1cccc(-c2noc(CCC(=O)NC3CCCC3)n2)c1	0.1	x	-11	x	0.2	-4	0	-21
O=C(CC1C(=O)NCCN1Cc1ccc(-c2ccccc2)cc1)NCCCn1ccnc1 (configuration not stated)	0.0	x	-12	x	-1.6	3	0	-17
Cc1cc(NC(=O)c2cc(-c3ccncc3)nc3ccccc23)ccc1Br	0.0	8	-17	-2	x	-8	x	13
CC(C)NC(=O)Nc1ccc2c(c1)C(=O)N([C@H](C)CO)C[C@@H](C)[C@H](CN(C)Cc1ccccc1)OCCCC[C@@H](C)O2	0.4	-3	9	-6	0.0	0	-3	-6
COc1ccc(-c2cccc(N3CCN(c4ccccn4)CC3)n2)cc1OC	0.1	0	-2	3	0.0	0	-11	-1

Random excerpt: three records from the list
SMILES	Xi reactivation	RAD54 inh	RAD52 anneal inh	esBAF inh	E-selectin induc	S100A4 MyoIIA	FN deposition inh	EWS-Fli inh
COc1ccc(-c2cccc(N3CCN(c4ccccn4)CC3)n2)cc1OC	0.1	0	-2	3	0.0	0	-11	-1
Cc1noc(C)c1S(=O)(=O)Nc1ccc2c(c1)C(=O)N([C@H](C)CO)C[C@@H](C)[C@H](CN(C)C(=O)NC1CCCCC1)OCCCC[C@@H](C)O2	-1.1	2	-47	16	0.2	-12	x	5
COCCCN1CC(=O)N2C(c3cccc(C)c3)c3[nH]c4ccccc4c3C[C@H]2C1=O (some centres not stated)	0.1	-16	-23	5	0.1	-4	-3	15

Screening results (PubChem BioAssay)
